Assay outcomes from PubChem.
Efa HMGR inh: inhibitors of E. faecalis class II HMGR, primary screen, biochemical, Enterococcus faecalis | purified E. faecalis HMGR, NADPH absorbance 340 nm kinetic | inhibition, % at 10 µM | 190,000 tested, 0.41% active | AID 1066, 2008;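 active means inhibition above a set limit, the median over all tested compounds plus 3 SD, cut at about 9.5% in these data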;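 further: enzyme runs in reverse so mevalonate oxidation gives rising NADPH absorbance; 0% = complete reaction with DMSO and 100% = background rate lacking mevalonate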
Diaph act CS: compounds boosting diaphorase resazurin reduction – biochemical, uHTS, resorufin fluorescence, counter-screen for diaphorase-coupled primary assays, primary screen. Diaphorase/resazurin coupled assay, 16 min; hits give high values; 1 = vehicle wells, 0 = NADH-free wells. activation factor at 20 µM. 190,000 tested, 0.005% active. AID 1229, 2008;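 active means diaphorase activity raised at least twofold by the compound at 20 µM; inactive means activation factor below 2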
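Test system: Clostridium kluyveri diaphorase, purified enzyme. Buffer or medium: 50 mM HEPES pH 7.4 buffer plus MgCl2 and Tween 20. Also added: 0.114 mM NADH and 0.1 mM resazurin, final amounts. Dosing: compound 20 µM once, DMSO 1%. Schedule: 16 min enzyme reaction, ambient temperature. Detection: fluorescence of resorufin, 544 nm excitation, 590 nm emission.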
PMI act: activators of human PMI, primary screen, biochemical, fluorescence intensity, near-Km mannose 6-phosphate; purified human PMI, coupled resazurin fluorescence, 20 min; hits give high values; 1 = vehicle control, 0 substrate-free wells; AID 1214, 2008; 190,000 tested, 0.005% active; activation factor at 20 µM;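 active means activation factor of 2 or more at 20 µM, relative to plate controls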
Target sequence (P34949 whole entry, looked up): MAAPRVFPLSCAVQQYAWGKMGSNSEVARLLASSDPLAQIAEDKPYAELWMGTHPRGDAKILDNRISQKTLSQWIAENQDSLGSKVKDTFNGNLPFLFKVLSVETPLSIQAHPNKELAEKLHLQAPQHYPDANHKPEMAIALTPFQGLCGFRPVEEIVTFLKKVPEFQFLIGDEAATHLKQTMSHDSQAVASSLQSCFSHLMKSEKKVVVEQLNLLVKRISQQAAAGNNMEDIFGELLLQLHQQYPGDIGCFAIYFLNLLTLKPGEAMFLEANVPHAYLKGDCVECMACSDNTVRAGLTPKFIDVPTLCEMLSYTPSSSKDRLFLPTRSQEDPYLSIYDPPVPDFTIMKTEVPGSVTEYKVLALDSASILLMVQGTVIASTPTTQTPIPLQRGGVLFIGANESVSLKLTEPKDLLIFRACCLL
TNAP act hi DEA: TNAP activators at high phosphate acceptor level, primary screen, biochemical, luminescence, uHTS. Alkaline phosphatase, tissue-nonspecific isozyme (Homo sapiens), P05186. purified TNAP, CDP-star luminescence, 1 M DEA, 30 min; hits give high values; 0 = EDTA background, 1 = DMSO-only activity. activation factor at 20 µM. 200,000 tested, under 10 active;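 active means activation factor at least 2 at 20 µM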
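Assay system: human TNAP; Input: enzyme diluted 1/800 final; Reagent: CDP-star luminogenic substrate at 100 µM final; Timing: 30 min, room temperature; Signal: luminescence; Evaluation: TNAP activation factor scaled between EDTA and DMSO control wells.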
G6PDH counter: L. mesenteroides G6PDH inhibitors, counter-screen for G6PDH-coupled screening assays, biochemical, Leuconostoc mesenteroides enzyme; glucose-6-phosphate dehydrogenase [Leuconostoc mesenteroides]; Purified L. mesenteroides G6PDH, diaphorase/resazurin coupled fluorescence, 45 min; inhibition, % at 5 µM; 200,000 tested, 0.12% active; in the data active means inhibition above about 50%
FLuc act counter: FLuc activators, initial screening, artefact control for FLuc-dependent activation tests, biochemical, ATPlite luminescence; Luciferin 4-monooxygenase (Photinus pyralis), P08659; ATPlite luciferase biochemical, 10 min; 0 = ATP-free wells, 1 = DMSO control; activation factor at 10 µM; 200,000 tested, under 10 active; AID 1027, 2008;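 active means luciferase activation factor, scaled between plate controls, of at least 2 with compound at 10 µM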
Target sequence (P08659 whole entry, looked up): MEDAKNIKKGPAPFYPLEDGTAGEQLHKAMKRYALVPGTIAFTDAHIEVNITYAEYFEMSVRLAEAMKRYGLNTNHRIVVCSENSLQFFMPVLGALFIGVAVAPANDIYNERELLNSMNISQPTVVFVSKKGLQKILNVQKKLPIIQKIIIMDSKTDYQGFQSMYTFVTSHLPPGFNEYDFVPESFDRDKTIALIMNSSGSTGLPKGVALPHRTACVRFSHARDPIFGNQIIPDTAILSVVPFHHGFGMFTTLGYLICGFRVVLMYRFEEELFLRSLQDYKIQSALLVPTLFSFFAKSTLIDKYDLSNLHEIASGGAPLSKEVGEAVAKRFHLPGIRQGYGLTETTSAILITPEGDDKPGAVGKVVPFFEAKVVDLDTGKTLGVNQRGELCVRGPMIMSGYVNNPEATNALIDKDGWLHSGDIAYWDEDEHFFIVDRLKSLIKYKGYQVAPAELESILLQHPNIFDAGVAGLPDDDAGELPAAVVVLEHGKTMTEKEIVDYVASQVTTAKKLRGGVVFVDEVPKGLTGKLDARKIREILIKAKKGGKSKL
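Assay system – cell-free luciferase reagent · Medium – PBS-based ATP solution · Dosing – test compounds dosed from 2 mM stocks in 100% DMSO · Timing – 10 min, room temperature · Technique – light output (luminescence) · Measure – luminescence gain marking luciferase activators · Controls – No-ATP low control, compound-free enzyme-plus-ATP high control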
PMI act satM6P: human PMI activators, high substrate, primary screen, biochemical, fluorescence intensity, near-saturating mannose 6-phosphate; Mannose-6-phosphate isomerase (Homo sapiens), P34949; coupled PMI enzyme assay, resazurin fluorescence, 20 min; hits give high values; 1 = untreated enzyme, 0 = substrate-free blank; activation factor at 20 µM; 190,000 tested, 0.34% active;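 active means activation factor of 2 or more at 20 µM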
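Test system: Human PMI in coupled enzyme assay | Input: 15 ng/mL PMI | Medium: HEPES-buffered pH 7.4 with magnesium and detergent | Compound: One concentration, 20 µM, in 1% DMSO | Incubation: Enzyme reaction with compound 20 min at room temperature | Detection: Diaphorase-driven resazurin-to-resorufin fluorescence, excitation 544, emission 590 nm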
Diaphorase inh: diaphorase inhibitors and chemical oxidizers, primary screen, counter-screen for diaphorase-coupled primary assays, biochemical, uHTS, resorufin fluorescence; inhibition, % at 20 µM; 190,000 tested, 0.69% active; diaphorase resazurin-to-resorufin fluorescence, NADH, 16 min; bacterial (C. kluyveri) enzyme, not human;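 active means primary screen inhibition at 20 µM above a set limit, cut at about 50% in these data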;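 further: plate controls were DMSO with full reaction for no effect and wells lacking NADH for full effect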
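Test system: diaphorase enzyme from Clostridium kluyveri; amount: diaphorase at 0.14 U/mL in enzyme working solution; detection: fluorescence of resorufin formed from resazurin, Ex 544/Em 590 nm; times: reaction incubation of 16 min at room temperature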
TNAP inh hiacc: human TNAP enzyme inhibitors, primary screen, biochemical, luminescent, high phosphate acceptor level, uHTS | 200,000 tested, 0.03% active | AID 1135, 2008 | inhibition, % at 20 µM | purified TNAP, CDP-star luminescence, 1 M DEA;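 active means over 50% inhibition of tissue-nonspecific alkaline phosphatase at 20 µM in the single-dose screen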;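 further: plate controls were DMSO wells for no effect and EDTA-quenched wells as full inhibition for full effect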
TNAP inh no acc: human TNAP enzyme inhibitors, primary screen, biochemical, luminescent, no phosphate acceptor, uHTS; Alkaline phosphatase, tissue-nonspecific isozyme (Homo sapiens), P05186; purified TNAP, CDP-star luminescence, 30 min; inhibition, % at 20 µM; 200,000 tested, 0.26% active;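 active means tissue-nonspecific alkaline phosphatase inhibition above about 50% at 20 µM in the single-dose screen, limit read from the data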;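 further: 0% = DMSO negative control and 100% = EDTA positive control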
Starred values were filed as active, the others as inactive.

SMILES	Efa HMGR inh	Diaph act CS	PMI act	TNAP act hi DEA	G6PDH counter	FLuc act counter	PMI act satM6P	Diaphorase inh	TNAP inh hiacc	TNAP inh no acc
O=C(Nc1ccc(S(=O)(=O)Nc2ncccn2)cc1)c1cncc(Br)c1	-4	1	1	1	-11	1.1	1.1	4	1	-8
Cc1cc(Nc2ccccc2)n(-c2ccccc2)n1	-1	1	1	1	0	1	1	0	-2	-13
Cc1ccc2[nH]c(=O)c(Cc3ccccc3)c(O)c2c1	1	1.1	1	1	12	1.1	1	-11	-4	-8
CCc1cc(-c2n[nH]c(=S)n2CC)cs1	-7	0.9	1	1	-2	0.9	0.9	14	-1	16
CN(C)c1ccc(/C=C/C=N/Nc2nc(N3CCOCC3)nc(N3CCOCC3)n2)cc1	0	1	0.9	1	-3	1	0.9	4	1	-11
CCc1nc(Cl)c(C#N)c2c1CCCC2	3	0.8	0.9	1	0	1	1	17	1	-8
COC(=O)CSc1nc(N2CCCCC2)c2c(c1C#N)CCCC2	5	0.7	0.8	1	2	1.1	0.8	29	-2	-11
O=C1CC(c2ccc3c(c2)OCO3)c2cc3c(cc2N1)OCO3 (stereo unspecified)	1	0.9	0.9	1	3	1	0.9	12	-3	-8
O=c1[nH]ncc(N/N=C/c2ccccc2)c1Cl	-2	0.9	0.8	1	5	1	0.9	13	0	-7
COc1ccc(C2CC(=O)N(C)c3ccccc3S2)cc1 (stereo unspecified)	-1	0.9	1	1	0	1	1	10	-4	-11

3 structures out of the list, arranged by SMILES length, highest first.
SMILES	Efa HMGR inh	Diaph act CS	PMI act	TNAP act hi DEA	G6PDH counter	FLuc act counter	PMI act satM6P	Diaphorase inh	TNAP inh hiacc	TNAP inh no acc
COC(=O)CSc1nc(N2CCCCC2)c2c(c1C#N)CCCC2	5	0.7	0.8	1	2	1.1	0.8	29	-2	-11
COc1ccc(C2CC(=O)N(C)c3ccccc3S2)cc1 (stereo unspecified)	-1	0.9	1	1	0	1	1	10	-4	-11
O=c1[nH]ncc(N/N=C/c2ccccc2)c1Cl	-2	0.9	0.8	1	5	1	0.9	13	0	-7

(continued)
SMILES	Efa HMGR inh	Diaph act CS	PMI act	TNAP act hi DEA	G6PDH counter	FLuc act counter	PMI act satM6P	Diaphorase inh	TNAP inh hiacc	TNAP inh no acc
Cc1ccnn1CCSCC(=O)O	-5	1	1.1	1	10	1.1	1.1	4	-4	13
O=[N+]([O-])c1ccc(Cl)c(/C=N/N2CCN(Cc3ccccc3Cl)CC2)c1	0	0.9	0.9	1.1	4	1.1	0.9	12	-7	-8
CNS(=O)(=O)c1ccc(Oc2ccc(S(=O)(=O)NC)cc2)cc1	1	0.9	0.9	1	-1	1	0.9	7	-2	-11
COc1ccccc1/C=C/C(=O)NCC(=O)N/N=C/c1ccc2c(c1)OCO2	-4	0.8	0.9	0.9	7	1	0.9	16	5	-3
Cc1cccc(C)c1NC(=O)CNC(=O)Cc1ccc(Br)cc1	2	0.9	1	1.1	0	1.1	1	6	-5	-6
Cc1cc(C)c(NC(=O)CSc2nncn2-c2cccnc2)c(C)c1	-5	0.9	1	1.1	1	1.1	1	12	-6	-13
O=C(c1ccc(Cl)c([N+](=O)[O-])c1)N(Cc1ccc(Cl)cc1)C1CCS(=O)(=O)C1 (stereo unspecified)	2	0.8	0.8	1	2	1.1	0.9	20	-5	-4
CCc1noc(C)c1C(=O)N1CCOCC1	0	0.9	1	1	23	1.1	1	7	2	6
O=C1CC(c2ccc(OCCCCCOc3ccc(C4CC(=O)NC4=O)cc3)cc2)C(=O)N1 (stereo unspecified)	-4	0.8	0.9	1.1	2	1.1	0.9	20	-8	-40
CCN1CCN(c2nc(C)c3c(n2)CC(C)CC3=O)CC1 (stereo unspecified)	-4	1	1	1.1	8	1.1	1	2	-5	-5
Brc1ccc2c(c1)C(c1ccc(N3CCOCC3)cc1)=NNC(c1cccs1)=N2	5	0.8	0.8	1	-36	1	0.8	24	2	-3
O=C(CSc1nc2ccsc2c(=O)n1CC1CCC(C(=O)O)CC1)c1ccc(F)cc1 (stereo unspecified)	0	0.9	1.1	1	-1	1	1.1	9	-2	-10
OC1(c2cn(Cc3ccccc3)nn2)CCCCC1	-5	0.9	0.9	1	0	1	0.9	12	2	-4
C/C(=N\Nc1ccc(F)cc1)c1ccncc1	-5	0.9	1.6	1	8	1	2.5*	12	2	-8
Cc1ccccc1C(=O)Nc1sc2c(c1C(=O)O)CCC2	-2	0.9	1.1	1.1	1	0.9	1	5	-6	-10
Cn1c(-c2ccc(Cl)cc2)ccc(C#N)c1=O	-8	1.2	1.1	1.1	13	1.1	1	-18	-6	8
COc1ccc(O)c(C(=O)c2cc(C#N)c(=O)n(CC3CCCO3)c2)c1 (stereo unspecified)	-1	0.8	1	1	5	1	1	20	2	-1
C=CCn1c(CNc2ccccc2)nnc1SCC(=O)N/N=C/c1ccccc1O	-1	1	1.1	1	-11	1	1.1	4	-3	-23
C=CCn1c(COc2ccc(Cl)cc2)nnc1SCc1ccc(C#N)cc1	-3	0.8	1	1	19	1.1	1	17	-2	10
CC1(C)Cc2[nH]c(=S)c(C#N)cc2CO1	-5	1	1.4	1.1	0	0.9	1.5	2	-5	-10
CCOc1ccc2[nH]c(=O)c(CN(Cc3ccc(F)cc3)C(=O)N3CCCC3)cc2c1	-6	1	1	1.1	7	1	0.9	-2	-7	-12
S=c1[nH]c(-c2ccc(Br)cc2)cn1CCc1ccccc1	-6	1	1.3	1	6	1.1	1.2	2	0	7
Cc1occc1C(=O)N/N=C/c1cccs1	-7	0.9	1	1	1	0.8	0.9	6	-3	-7
COc1cc(C(=O)NCCC(=O)NC(C)C)cc(OC)c1OC	-2	0.9	0.9	1	8	1	0.9	5	-4	-7
Cc1ccc(CNC(=O)C2CC2c2ccccc2)cc1 (stereo unspecified)	4	0.9	1	1	4	1	1	10	0	-8
O=C(Cn1cccc1C(=O)c1ccccc1)NCc1cccc(Cl)c1	-3	0.9	0.9	1	6	1	0.8	5	0	-7
CN(CC(=O)NC1CCCCC1)S(=O)(=O)c1cccc2nsnc12	-5	0.8	1	1	5	1.1	1.1	18	-4	-3
CC1CCCN(c2ccc3nc4ccccc4c(=O)n3n2)C1 (stereo unspecified)	-5	0.8	1.6	1	7	0.1	1.8	20	0	-8
O=C(CCCCCn1c(=S)[nH]c2ccc(N3CCOCC3)cc2c1=O)NCc1ccccc1Cl	-3	0.9	1	1.1	-2	1	0.8	5	-8	-17
Cc1cccnc1NC(=O)c1cc2c(=O)oc3ccccc3c2s1	-1	1	0.9	1	10	1	1	2	0	-10
O=[N+]([O-])c1ccc(Cl)c(/C=N/N2CCN(Cc3ccccc3)CC2)c1	-9	0.9	0.8	1	1	1.1	1	6	-2	-7
NS(=O)(=O)c1ccc(NC(=S)NCc2ccccc2)cc1	-5	0.9	0.9	1	-14	1	0.9	10	0	-10
Cc1ccc(NC(=S)NCc2ccc3c(c2)cc(C)n3C)c(C)c1	3	1	1	1	2	1	1	3	0	-13
O=C(CS(=O)(=O)c1ccccc1)Nc1ccc(S(=O)(=O)Nc2ccccn2)cc1	4	0.9	0.9	1	-4	1	1	7	-3	-10
COc1ccccc1C(=O)NNC(=O)c1nn(Cc2ccccc2)c(=O)c2ccccc12	-4	0.9	0.9	1	2	1	0.8	7	-4	-142
Cn1c(=O)n(Cc2ccc(Cl)cc2)c(=O)c2c1nc1n2CCN1Cc1ccco1	-1	0.9	0.9	1	9	1	0.9	14	-3	-8
COC(=O)c1ccc(CNC(=O)CN(CCC(C)C)S(=O)(=O)c2ccc3c(c2)OCCO3)cc1	0	0.8	0.8	1.1	9	1	0.8	23	-5	-17
C=CCN1N=C(c2ccc(NC(=O)c3ccccc3)cc2)CSC1=O	-8	0.9	0.9	1	9	1	0.9	10	-3	-6
CCOC(=O)C1CCN(C(=S)Nc2cc(OC)c(OC)cc2C(=O)OC)CC1	-3	0.9	0.9	1	11	1	0.9	10	0	-6
O=C(c1ccco1)n1nc(NCc2ccccc2)nc1NCc1ccccc1	-4	0.8	0.8	1	-1	1	0.9	20	-1	-7
Cc1ccc(-c2nn(Cc3ccccc3)cc2/C=C/C(=O)O)cc1C	-1	0.8	0.9	1.1	-1	1	0.9	20	-8	-12
Cc1cc(NC(=O)COC(=O)COc2ccc(C(=O)c3ccccc3)cc2)no1	2	0.9	0.9	1	-3	1	1	12	-2	-11
C[C@@H](C(=O)Nc1ccc2ccccc2c1)[C@H]1C[C@]1(C)[C@H](NS(=O)(=O)c1ccc(-c2ccccc2)cc1)c1ccccc1	-7	0.8	0.9	1	22	1	0.9	23	-4	-11
O=C(NCc1cccnc1)c1ccc(Cn2c(=S)[nH]c3ccc(Br)cc3c2=O)cc1	-2	1	1	1	-1	1	1.1	2	-3	-17
Cc1ccc2c(Cl)cc(Cl)c(OCC(=O)Nc3cc(S(=O)(=O)N(C)C)ccc3C)c2n1	1	0.7	0.8	1	-27	1.1	0.9	32	-1	-9
O=C(NN1C(=O)C2CC=C(Cl)CC2C1=O)c1ccncc1 (stereo unspecified)	-10	1	1	1	5	1.1	1	-2	-2	-4
COCCNC(=O)c1ccccc1NC(=O)Nc1ccccc1	-6	1.1	1.1	1	-1	0.9	1.1	-12	3	-1
Clc1ccc(CSc2nnc(-c3c[nH]c4ccccc34)o2)cc1	-4	0.8	0.9	1	-5	1	1	19	-2	-8
NC(=O)CSc1nnc(Cc2cccs2)n1C1CCCCC1	-2	0.9	1	1.1	2	1.1	1	8	-7	-9
